Bioassay records: PubChem BioAssay, National Center for Advancing Translational Sciences (NCATS)
JMJD2A Tudor – inhibitors of human JMJD2A Tudor domain; O75164; Potency, µM (top dose mostly 114 µM), for the others: at the top dose activity change, negative = inhibition, hits mostly inhibitors; AlphaScreen JMJD2A-Tudor / H3K4me3 peptide binding; actives 4.4% (n = 390,000); note: % is set by controls: 0 for no effect and ±100 for the full control effect; nearly all actives have a fitted effect of over 50% in size
POLI inh – inhibitors of human DNA polymerase iota. Q9UNA4. AID 588590. actives 1% (n = 390,000). Pol iota fluorescent replication assay, 10 min. Potency, µM (top dose mostly 115 µM), inactives show at the top dose activity, negative = inhibition, actives largely listed as inhibitors
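Pol iota at 10 nM preincubated 15 min with compounds at room temperature; reaction started with fluorescent substrate, 50 nM final. Fluorescence read kinetically at 0 and 10 min; buffer-only wells as negative control.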
BLM inh – inhibitors of human Bloom syndrome helicase BLM | Potency, µM (top dose mostly 56.1 µM), without a hit: at the top dose activity change, negative = inhibition, hits mostly inhibitors | P54132 | recombinant BLM DNA unwinding, fluorescence dequenching | actives 0.2% (n = 350,000);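 note: plate controls were vehicle for no effect and no enzyme for full effect; nearly all actives have a fitted effect of over 35% in size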
G9a inh – blocks human histone lysine methyltransferase G9a. Q96KQ7. G9a H3K9 monomethylation, AlphaScreen, 2 h. Potency, µM (highest dose often 102 µM), for inactives: at the highest dose activity, negative = inhibition, usual class: inhibitors. actives 8.8% (n = 350,000); note: % is set by controls: 0 for no effect and ±100 for the full control effect; nearly all actives have a fitted effect of over 75% in size
Target sequence (Q96KQ7 913-1193 limits assumed): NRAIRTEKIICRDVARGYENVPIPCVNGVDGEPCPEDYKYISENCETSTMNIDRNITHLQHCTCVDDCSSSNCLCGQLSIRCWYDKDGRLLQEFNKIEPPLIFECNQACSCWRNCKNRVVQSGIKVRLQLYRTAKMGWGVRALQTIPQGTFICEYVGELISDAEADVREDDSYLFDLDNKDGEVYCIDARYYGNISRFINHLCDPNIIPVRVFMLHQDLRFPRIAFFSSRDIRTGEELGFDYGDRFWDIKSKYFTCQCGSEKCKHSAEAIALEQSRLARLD
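Signal arises when biotinylated H3K9 peptide, once monomethylated, bridges streptavidin donor and antibody-captured acceptor beads. Enzyme at 20 nM was preincubated 15 min with test compounds; peptide 500 nM and SAM 20 uM then reacted for 2 h.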
BAZ2B block – blocks human BAZ2B. Q9UIF8. AID 504333. Potency, µM (doses to about 114 µM), for the others: at the highest dose activity change, negative = inhibition, hits mostly inhibitors. actives 4.4% (n = 360,000). AlphaScreen BAZ2B-H3K14Ac peptide displacement; note: % is set by controls: 0 for no effect and ±100 for the full control effect; nearly all actives have a fitted effect of over 60% in size
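AlphaScreen displacement of biotin-H3(5-23)K14Ac peptide (50 nM final) from BAZ2B (50 nM final) in PBS pH 7.4, 0.01% Tween-20; complex preformed 30 min RT, then compounds (top 110 uM) 30 min RT, beads 20 min dark.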
GLS inhibitor – inhibitors of human glutaminase (GLS) | GLS enzymatic activity, qHTS titration | Potency, µM (highest dose often 45.5 µM), inactives show top-dose activity change, negative = inhibition, hits mostly inhibitors | actives 0.21% (n = 410,000); note: % is set by controls: 0 for no effect and ±100 for the full control effect
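Human kidney-isoform GLS in 45 mM KH2PO4 pH 8.2, 0.02% Tween-20, with compound, started with 1mM L-Glutamine (added stock). Glutamate oxidase/HRP/Amplex red coupled fluorescence read at start and after 30 min at RT.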
Pin1 inhibitor – human Pin1 inhibition. Pin1 FP peptide displacement, HiFluor488, 10 min. Q13526. AID 504891. actives 0.009% (n = 390,000). Potency, µM (top dose mostly 115 µM), for the others: top-dose activity, negative = inhibition, actives largely listed as inhibitors; active = well fitted inhibition curve with a large enough effect in the polarisation, with a control signal flat, not every such curve was filed as active; inconclusive = small, poorly fitted or top-dose-only effect, or effect the other way, or a change in a side signal; inactive = no such curve, though single readings can be large or run the other way; the % refers to the polarisation; note: % is set by controls: 0 for no effect and ±100 for the full control effect
Target sequence (Q13526 whole entry, looked up): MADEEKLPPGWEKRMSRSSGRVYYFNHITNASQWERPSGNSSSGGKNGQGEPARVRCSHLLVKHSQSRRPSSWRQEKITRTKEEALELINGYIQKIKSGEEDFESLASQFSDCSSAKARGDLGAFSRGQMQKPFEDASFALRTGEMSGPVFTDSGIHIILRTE
HP1b binding inh – blocks HP1-beta chromodomain binding to methylated histone tails; P83916; AlphaScreen HP1-beta / biotin-H3K9me3 peptide binding; Potency, µM (top dose mostly 114 µM), for inactives: at the highest dose activity change, negative = inhibition, hits mostly inhibitors; actives 0.56% (n = 390,000); AID 540317; note: nearly all actives have a fitted effect of over 70% in size; inactives centre near 23
Target sequence (P83916 whole entry, looked up): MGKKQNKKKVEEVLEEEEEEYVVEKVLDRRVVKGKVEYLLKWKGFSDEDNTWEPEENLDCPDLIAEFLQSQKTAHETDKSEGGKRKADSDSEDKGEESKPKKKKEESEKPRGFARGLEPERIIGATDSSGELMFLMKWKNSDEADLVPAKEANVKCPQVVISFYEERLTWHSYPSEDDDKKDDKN
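Compound inhibition of the preformed complex between 50 nM HP1-beta and 50 nM biotinylated H3K9me3 peptide was read by AlphaScreen. Buffer was PBS pH 7.4 with 0.01% Tween-20. Incubations ran 30 min at room temperature, with 10 ug/mL donor/acceptor beads.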
PGK inhibitor – blocks T. brucei phosphoglycerate kinase. Potency, µM (highest dose often 57.5 µM), for the others: at the highest dose activity change, negative = inhibition, most hits filed as inhibitors. PGK/GAPDH coupled, Kinase-Glo luminescence, 60 min. actives 0.043% (n = 380,000). P07378; note: % is set by controls: 0 for no effect and ±100 for the full control effect; nearly all actives have a fitted effect of over 60% in size
Target sequence (P07378 whole entry, looked up): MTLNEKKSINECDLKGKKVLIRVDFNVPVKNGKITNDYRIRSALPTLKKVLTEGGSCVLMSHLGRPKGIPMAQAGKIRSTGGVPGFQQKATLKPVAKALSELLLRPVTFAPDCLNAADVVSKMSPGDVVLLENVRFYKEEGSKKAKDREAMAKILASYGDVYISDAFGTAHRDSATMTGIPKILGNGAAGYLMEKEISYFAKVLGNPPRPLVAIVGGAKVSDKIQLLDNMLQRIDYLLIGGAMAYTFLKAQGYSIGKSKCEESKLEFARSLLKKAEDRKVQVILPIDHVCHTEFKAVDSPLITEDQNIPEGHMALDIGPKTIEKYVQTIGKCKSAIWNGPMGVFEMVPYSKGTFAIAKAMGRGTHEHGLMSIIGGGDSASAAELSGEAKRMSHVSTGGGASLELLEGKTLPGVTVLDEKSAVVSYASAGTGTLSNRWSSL
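Recombinant glycosomal PGK reaction used 1,3-bisphosphoglycerate generated in-well by GAPDH (100nM final) in 100mM TEA pH 7.6, 5mM MgCl2, 0.01% Tween-20. After 60 minutes at room temperature, ATP was read by Kinase-Glo Plus luminescence end-point.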
* = called active by the depositor; i = inactive; ? = inconclusive; · = not tested or not shown; & = joins results of further samples; [ ] = another dose, or the depositor's remark. Unless noted, calls come from the whole dose curve; as a rule, active = well fitted curve in the direction sought with a large enough effect; inconclusive = small, poorly fitted or top-dose-only effect, or another doubt; inactive = no such curve, though single readings can be large; an effect the other way counts as inactive or inconclusive. Potency is the fitted concentration of half-maximal effect. Some of the compounds tested; rates above refer to the full screens.

SMILES | JMJD2A Tudor | POLI inh | BLM inh | G9a inh | BAZ2B block | GLS inhibitor | Pin1 inhibitor | HP1b binding inh | PGK inhibitor
COCCCn1c(=O)c2ccccc2n(CC(=O)NC2CCCC2)c1=O | -3% | 63%[activator] | 3% | 25% | -1% | 0% | -8% | 3% | i
CNS(=O)(=O)c1cccc(C(=O)OCC(=O)c2cc3ccccc3o2)c1 | -20% | 191%[activator] | 1% | -33% | · | -20% | 31%[activator] | 21% | -5%
N#CC1(NC(=O)CSc2nnc(COc3ccccc3F)n2N)CCCCC1 | -8% | 17% | · | 10% | 14% | -9% | 6% | -2% | 7%
CC(C)CN(CC(C)C)S(=O)(=O)N1CCC(C(=O)NCc2cccs2)CC1 | -1% | -1% | -3% | 29%[0.501 µM] | -9% | 0% | 5% | 15% | ·
CCc1ccc(NC(=O)C(=O)NCCN2CCN(S(=O)(=O)c3ccccc3)CC2)cc1 | 10% | -20% | -3% | 13% | -14% | 1% | -2% | 14% | -5%
CC(=O)C1=C(C)N(CC2CC2)C(=O)N[C@H]1c1cccs1 | -11% | -26% | 4%&0% | 18% | -4% | 2% | 0% | 28% | -1%
O=C(Nc1ccccc1)c1ccncc1 | -5% | -5% | -4% | 8%[59 µM] | 2% | -7% | 0% | 41%[activator] | i
COc1ccc(CN=C(NS(=O)(=O)c2cccs2)SC)cc1 | 4% | 14% | 2% | 14% | 3% | -6% | 0% | 54%[activator] | 4%
CCCCn1c(SCC(=O)Nc2cc(C)on2)nnc1-c1cccs1 | -11% | 39%[activator] | -3% | -9%[59 µM] | -1% | -1% | 4% | 24% | -5%
COc1ccccc1C(=O)OCc1c(-c2ccccc2)ncc2ccccc12 | -18% | ? | · | · | · | 0% | 17% | 30% | -3%
COc1ccc(NC(=O)Nc2cc(NC(=O)Nc3ccc(OC)cc3)c(C)nc2C)cc1 | -13% | -15% | -9% | ? | -25% | 4% | -5% | 14% | -9%
Cc1cc(C(=O)Cn2nnc3ccccc3c2=O)c(C)n1-c1ccccc1F | -29% | 6% | -7% | -51%[59 µM] | ? | -1% | 11% | -11% | 2%
N#CC(C(=O)OC1CCCCC1)c1nc2ccccc2nc1N1CCOCC1 (stereo unspecified) | -10% | -4% | -2% | -39% | 2% | -9% | · | 16% | i
Cc1cc(C)nc(NC(N)=NCCc2c[nH]c3ccccc23)n1 | -25% | -14% | 2% | 13%[0.501 µM] | -23% | 14% | -3% | 9% | 16%
CCC(=O)N1c2ccccc2CC1C(=O)NCCCN1CCN(c2ccccc2)CC1 (stereo unspecified) | -28% | 24% | 2% | 6%[59 µM] | ? | 25% | -16% | 4% | i
Cc1ccc(S(=O)(=O)NC(=O)c2ccccc2)cc1C(C)C | -14% | 3% | -10% | · | 16% | 15% | 3% | 27% | 1%
CC1(C)C2(C#N)C(=O)NC(=O)C12C#N (stereo unspecified) | -1% | 16% | · | · | · | -3% | -7% | 8%[57 µM] | -7%
Cc1cc(C(=O)Nc2ccccc2C)n(-c2ccccc2)n1 | -6% | 42%[activator] | -3% | -6% | -8% | -19% | ? | 19% | -6%
O=S(=O)(c1ccccc1)c1nc(-c2ccc(Cl)cc2Cl)oc1N1CCCCC1 | -31% | 31%[activator] | -7% | ? | ? | 1% | 1% | -22%[57 µM] | i
O=C(Nc1ccccc1N1CCN(C(=O)c2ccccc2)CC1)c1ccco1 | -20% | 37%[activator] | 1% | -4% | 13% | 1% | 3% | -20% | -3%
Cc1ccc(NC(=O)C(=O)NCC(c2cccnc2)N2CCN(C)CC2)cc1F (stereo unspecified) | -14% | -1% | -2% | -2%[59 µM] | -7% | 0% | -8% | 4% | i
CC(=O)Nc1ccc(-c2nc(C)c(C(C)=O)n2O)cc1 | ? | 37%[activator] | 2% | ? | -26% | 0% | 10% | 18% | -4%
CCCOC(=O)C1=C(C)NC2=C(C(=O)C(C(=O)OC)C(C)C2)C1c1ccc(N(CC)CC)cc1 (stereo unspecified) | -32%[57.1 µM] | -13% | -14% | 3.5µM* | ? | 27% | 24% | -6% | i
COc1cccc(NC(=O)CN(C)C(=O)CC2CCCCC2)c1 | -14% | 78%[activator] | · | 3% | -4% | 1% | 4% | 75%[activator] | -4%
O=C(NCC(c1ccc2c(c1)OCO2)N1CCN(c2ccccc2F)CC1)c1ccccc1F (stereo unspecified) | -30% | 8% | -7% | -32%[59 µM] | -24% | -9% | 8% | 10%[57 µM] | i
O=c1[nH]c(Nc2ccccc2Cl)cc2ccccc12 | -7% | 1% | · | · | · | 13% | -3% | 27% | -7%
Cc1cc(C)c(/C=N/NC(N)=O)c(C)c1/C=N/NC(N)=O | -5% | 36%[activator] | -14% | 21%[59 µM] | -5% | 8% | 1% | 34% | -4%
Cc1sc2ncnc(N(C)Cc3cccs3)c2c1C | 52%[activator] | 17% | -5% | 44%[59 µM] | 43%[activator] | -5% | -3% | 143%[activator] | -1%
NC(N)=N/N=C/c1ccccc1OC(F)F | -12% | 161%[activator] | -11% | 6% | -3% | 1% | 6% | 9% | 3%
O=C(O)c1cccc(Nc2nc(-c3cc4ccccc4oc3=O)cs2)c1 | 12% | 121%[activator] | -9% | · | ? | -11% | 1% | 40%[activator] | -3%
COCCn1c(SCC(=O)N2CCCc3ccccc32)nnc1-c1ccoc1C | 7% | 7% | 2% | ? | -24% | -5% | -4% | 49%[activator] | -4%
Cc1ccc(N2C(=O)/C(=C\c3ccco3)SC2=S)cc1 | -32% | ? | -25% | -6%[12.7 µM] | 56µM* | 5% | -14% | -15% | 11%
CC(=O)c1c(N)n(C)c(=O)n(C)c1=O | -3% | -2% | 1% | 17%[59 µM] | 7% | 15% | 1% | 22% | 8%
Cc1nn(CCc2n[nH]c(=S)n2C2CCCCC2)c(C)c1Br | 79µM* | 1% | -2% | 2.5µM* | -7%[57.1 µM] | ? | 6% | 35% | -5%
CCOC(=O)C1=C(c2ccccc2)N=c2s/c(=C\c3ccc(O)cc3)c(=O)n2C1c1cccs1 (stereo unspecified) | ? | 45µM* | -12% | ? | ? | 0% | ? | -10% | -3%
COc1ccc(C(C(=O)NC2CCCC2)N(Cc2ccccc2)C(=O)c2nsc(Cl)c2Cl)cc1 (stereo unspecified) | -11% | 14% | -6% | 15%[59 µM] | 7% | 2% | 0% | 10% | ·
O=C(COC(=O)c1cc([N+](=O)[O-])ccc1N1CCOCC1)c1ccc(OC(F)F)cc1OC(F)F | -32% | 19% | · | -30% | 6% | -1% | 0% | -7% | -8%
CCN(CC)S(=O)(=O)c1cccc(NN=c2c(=O)c3ccccc3c2=O)c1 | -7% | 44%[activator] | -6% | -12%[59 µM] | -23% | 7% | -1% | 24% | 2%
Cc1cc(C(=O)NCCc2ccc(Cl)cc2)c2c(C)nn(-c3ccccc3)c2n1 | -5% | -26% | -1% | -19%[59 µM] | 0%[57.1 µM] | -17% | -1% | 15% | -2%
CC(=O)N1N=C(c2ccc(NS(C)(=O)=O)cc2)CC1c1ccc2nccnc2c1 (stereo unspecified) | 1% | 18% | -4% | -4% | -15% | 2% | -4% | 46%[activator] | i
O=C(COc1cc2oc(=O)c3c(c2cc1Cl)CCC3)Nc1cccnc1 | -9% | ? | 0% | 2% | -2% | -10% | 0% | 30% | 0%
COc1ccc(CN2CCCC(C(=O)Nc3cccc(-n4cnnn4)c3)C2)c(C)c1C (stereo unspecified) | -15% | 31% | 2% | -5%[0.501 µM] | ? | -4% | 0% | 22% | -7%
O=C(C1=C[C@H](c2ccc3c(c2)OCO3)C[C@H](OCc2ccc(CO)cc2)O1)N1CCN(Cc2ccc3c(c2)OCO3)CC1 | ? | -1% | -6% | -23%[59 µM] | -36% | -2% | 30% | 4% | 2%
O=C(CCN1CCOCC1)Nc1ccccc1 | 5% | 20% | 0% | 20% | -5% | 5% | 0% | 18% | 1%
O=C(Nc1cc(-c2ccccc2)nn1-c1ccccc1)c1ccccc1F | 12% | 2% | · | 4%[12.7 µM] | -3% | 12% | -3% | 70%[activator] | -1%

Compound profiles (already shown). Order of screens: JMJD2A Tudor, POLI inh, BLM inh, G9a inh, BAZ2B block, GLS inhibitor, Pin1 inhibitor, HP1b binding inh, PGK inhibitor
`O=C(O)c1cccc(Nc2nc(-c3cc4ccccc4oc3=O)cs2)c1` reads 12%, 121%[activator], -9%, ·, ?, -11%, 1%, 40%[activator], -3%
`COc1ccc(CN=C(NS(=O)(=O)c2cccs2)SC)cc1` reads 4%, 14%, 2%, 14%, 3%, -6%, 0%, 54%[activator], 4%
`Cc1cc(C)c(/C=N/NC(N)=O)c(C)c1/C=N/NC(N)=O` reads -5%, 36%[activator], -14%, 21%[59 µM], -5%, 8%, 1%, 34%, -4%
`N#CC(C(=O)OC1CCCCC1)c1nc2ccccc2nc1N1CCOCC1` (stereo unspecified) reads -10%, -4%, -2%, -39%, 2%, -9%, ·, 16%, i

Carrying on:
SMILES | JMJD2A Tudor | POLI inh | BLM inh | G9a inh | BAZ2B block | GLS inhibitor | Pin1 inhibitor | HP1b binding inh | PGK inhibitor
O=C(COc1ccc([N+](=O)[O-])cc1)Nc1ccc(N2CCN(C(=O)c3ccco3)CC2)cc1 | -14% | ? | -21% | · | 25µM* | 2% | 5% | 52% | i
O=C(O)CSCC(=O)N1CCN(S(=O)(=O)c2cc(Cl)cc(Cl)c2)CC1 | -17% | 15% | 0% | -122% | -36% | 2% | ? | 23% | -4%
CCN(CC)C(=O)COc1cc(C)cc2oc(=O)cc(-c3ccccc3)c12 | -9% | 24% | 1% | 50%[activator] | -2%[57.1 µM] | -1% | 4% | 33% | -4%
O=C(CSc1ncccn1)Nc1cccc2ccccc12 | -2% | 5% | 0% | -4% | 5% | 2% | 3% | 10% | -3%
COc1ccc(N(CC(=O)N/N=C/c2cc(Br)c(C)o2)S(=O)(=O)c2ccc(NC(C)=O)cc2)cc1 | -27% | -5% | -10% | -33% | ? | 11% | 18% | 8% | -5%
O=c1[nH]c(Cc2ccccn2)nc2scc(-c3ccc(Cl)cc3)c12 | -24% | 42% | -4% | 40µM* | 3% | 0% | 15% | 43% | 0%
Cc1ccc(C)c(CN2C(=O)C(C)Oc3ccc(C)cc32)c1 (stereo unspecified) | -1% | ? | -2% | 8% | -2% | 3% | 0% | 11% | -4%
